KDM4E inh: inhibitors of human JMJD2E histone demethylase. B2RXH2. JMJD2E catalytic domain, FDH-coupled NADH fluorescence (FDH is formaldehyde dehydrogenase). Potency, µM (highest dose often 57.1 µM), without a hit: top-dose activity change, negative = inhibition, most hits filed as inhibitors. actives 1.6% (n = 230,000); active means well fitted inhibition curve with a large enough effect, not every such curve was filed as active; inconclusive means small, poorly fitted or top-dose-only effect, or another doubt; inactive means no such curve, though single readings can be large or run the other way;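 further: 0% = wells with enzyme and -100% = buffer wells without enzyme; nearly all actives have a fitted effect of over 50% in size; many of its hits are not listed in these tables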
Target sequence (B2RXH2 1-337 limits assumed): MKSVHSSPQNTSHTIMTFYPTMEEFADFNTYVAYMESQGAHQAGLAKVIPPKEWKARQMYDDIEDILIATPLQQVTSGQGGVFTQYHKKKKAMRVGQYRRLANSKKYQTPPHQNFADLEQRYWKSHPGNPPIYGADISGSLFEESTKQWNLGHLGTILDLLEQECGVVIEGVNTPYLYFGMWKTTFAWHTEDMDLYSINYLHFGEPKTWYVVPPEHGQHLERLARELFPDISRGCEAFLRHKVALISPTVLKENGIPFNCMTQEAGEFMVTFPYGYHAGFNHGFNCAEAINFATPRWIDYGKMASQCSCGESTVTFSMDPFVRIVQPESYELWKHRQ
GLA spleen mod: inhibits or activates alpha-galactosidase in human spleen homogenate; P06280; Potency, µM (doses to about 80 µM), without a hit: at the top dose activity change, negative = inhibition, actives largely listed as inhibitors; actives 0.008% (n = 240,000); human spleen homogenate, 4MU-alpha-Gal fluorescence, 40 min;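 further: 0% = enzyme with vehicle and -100% = no enzyme basal signal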
Target sequence (P06280 32-429 limits assumed): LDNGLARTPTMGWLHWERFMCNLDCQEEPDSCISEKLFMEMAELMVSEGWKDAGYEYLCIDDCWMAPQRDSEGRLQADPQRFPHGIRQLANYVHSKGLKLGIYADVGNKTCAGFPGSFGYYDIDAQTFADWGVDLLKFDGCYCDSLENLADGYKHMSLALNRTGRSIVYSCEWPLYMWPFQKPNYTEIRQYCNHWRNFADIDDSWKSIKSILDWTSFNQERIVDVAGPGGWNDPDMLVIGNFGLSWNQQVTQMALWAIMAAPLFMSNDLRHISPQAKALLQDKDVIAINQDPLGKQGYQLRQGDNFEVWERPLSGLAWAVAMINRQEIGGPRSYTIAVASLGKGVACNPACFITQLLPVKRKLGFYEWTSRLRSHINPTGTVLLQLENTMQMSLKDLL
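Spleen homogenate 1 ug + cpd (titration) + 4-MU-alpha-D-galactopyranoside 1 mM; 37C 40 min; 50 mM citrate/phosphate pH 5.0, 0.01% Tween-20; stop pH 10; fluorescence 365/440; AC50 via Hill.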
SMN2 splice enh: increases expression of the SMN2 splice variant; HEK293 SMN2-luciferase splicing reporter, luminescence, 30-36 h; Potency, µM (highest dose often 46.1 µM), for inactives: top-dose activity change, positive = activation, hits mostly activators; actives 2.8% (n = 210,000); AID 1458; further: % of control where 0% means no effect; nearly all actives have a fitted effect of over 55% in size
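HEK293 cells carry an SMN2 minigene-luciferase reporter in which exon 7 inclusion puts luciferase in frame. Cells were seeded at 2000 cells/well, attached for 10-12 hours, then exposed to compounds for 30-36 hours at 37C before ONE-Glo luminescence.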
aGlu spleen mod: inhibitors or activators of human alpha-glucosidase in spleen homogenate; human spleen homogenate, 4-MU-alpha-glucoside fluorescence; Potency, µM (highest dose often 79.9 µM), without a hit: at the top dose activity change, negative = inhibition, hits mostly inhibitors; actives 0.006% (n = 240,000); AID 2112;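 further: 0% = enzyme with vehicle and -100% = no enzyme basal signal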
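Enzyme source: human spleen homogenate, 1 ug/well. Buffer 50 mM citric acid/K phosphate pH 5.0, 0.01% Tween-20. 4-MU-alpha-glucoside 1 mM; 37 C x 40 min; NaOH/glycine stop; fluorescence.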
GAA inh: inhibitors of human lysosomal alpha-glucosidase | P10253 | purified human GAA, 4-MU-alpha-glucoside fluorescence | Potency, µM (series often up to 76.9 µM), for the others: top-dose activity change, negative = inhibition, usual class: inhibitors | actives 0.005% (n = 200,000);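 further: plate controls were uninhibited enzyme wells for no effect and no-enzyme background for full effect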
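AC50 values come from Hill fits of compound titrations (up to 77 uM) against 4 nM human enzyme. Substrate 4-methylumbelliferyl-alpha-D-pyranoside at 400 uM, pH 5.0 citrate buffer, 20 min room temperature; fluorescence Ex 365/Em 440 after alkaline stop.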
ALDH1A1 inh: inhibitors of human aldehyde dehydrogenase 1A1. P00352. Purified ALDH1A1, NADH fluorescence, propionaldehyde substrate. Potency, µM (highest dose often 75.3 µM), for the others: at the highest dose activity, negative = inhibition, actives largely listed as inhibitors. actives 7.3% (n = 220,000). AID 1030; active means well fitted inhibition curve with a large enough effect, not every such curve was filed as active; inconclusive means small, poorly fitted or top-dose-only effect, or another doubt; inactive means no such curve, though single readings can be large or run the other way;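 further: plate controls were no enzyme wells and a reference inhibitor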
RGS12 GoLoco inh: inhibitors of human Gai1-RGS12 GoLoco interaction (red fluorophore) | P63096 | Gai1:RGS12 GoLoco peptide FP, rhodamine, 10 min | Potency, µM (series often up to 61.6 µM), for the others: at the top dose activity, negative = inhibition, actives largely listed as inhibitors | actives 0.44% (n = 230,000) | AID 880; active means well fitted inhibition curve with a large enough effect, not every such curve was filed as active; inactive means no such curve, though single readings can be large or run the other way; further: on the % scale 0 is the no-effect control and ±100 the full control effect; nearly all actives have a fitted effect of over 30% in size; many of its hits are not listed in these tables
Target sequence (P63096 whole entry, looked up): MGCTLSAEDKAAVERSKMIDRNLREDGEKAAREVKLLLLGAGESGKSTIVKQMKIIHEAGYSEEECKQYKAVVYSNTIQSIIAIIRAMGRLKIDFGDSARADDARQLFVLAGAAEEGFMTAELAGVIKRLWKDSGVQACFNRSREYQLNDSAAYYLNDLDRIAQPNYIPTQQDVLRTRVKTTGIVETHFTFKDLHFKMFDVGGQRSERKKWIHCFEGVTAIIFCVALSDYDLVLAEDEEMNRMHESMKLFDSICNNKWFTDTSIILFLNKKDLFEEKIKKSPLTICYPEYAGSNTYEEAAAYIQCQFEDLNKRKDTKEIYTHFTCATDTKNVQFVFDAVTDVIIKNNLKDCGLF
GAA glycogen mod: GAA glycogen-cleavage inhibition or activation. actives 0.38% (n = 300,000). recombinant GAA, glycogen substrate, Amplex Red glucose oxidase fluorescence. Potency, µM (top dose mostly 76.4 µM), for inactives: at the top dose activity change, negative = inhibition, hits mostly inhibitors. P10253;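 further: 0% = full enzyme reaction and -100% = no-enzyme basal signal; the screen sought inhibitors and activators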
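Recombinant human alpha-glucosidase (4 nM final) hydrolysed bovine liver glycogen (30 ug) for 40 min at 37 C in pH 5.0 citrate/phosphate with 0.01% Tween-20. Released glucose detected by glucose oxidase/Amplex Red, Ex 573/Em 610 nm. Compounds up to 77 uM; AC50 from Hill fits.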
Active calls of the source: *; ? = inconclusive; / = not tested or not shown; & = joins results of further samples; [ ] = dose if it differs, or a comment. Unless noted, the call rests on the fitted dose curve; in most records, active means well fitted curve in the direction sought with a large enough effect; inconclusive means small, poorly fitted or top-dose-only effect, or another doubt; inactive means no such curve, though single readings can be large; an effect the other way counts as inactive or inconclusive. Potency means the concentration at half of the fitted maximal effect.

SMILES	KDM4E inh	GLA spleen mod	SMN2 splice enh	aGlu spleen mod	GAA inh	ALDH1A1 inh	RGS12 GoLoco inh	GAA glycogen mod
O=c1c2sc3nc(N4CCOCC4)c4c(c3c2ncn1-c1ccccc1)CCCC4	?	-1%	-19%	-8%	?	?	9%	3%
Cc1ccc(-c2nnn(CCC(=O)N3CCCCC3C)n2)cc1 (configuration not stated)	2%	-3%	20%	-1%	?	-6%	9%	7%
COc1ccc(C(=O)NCc2nnc(SCC(=O)Nc3ccccc3OC)n2C)cc1	7%	3%	6%	4%	-12%	-1%	11%	9%
CCN(CC)S(=O)(=O)c1ccc(-c2nnc(SCC(=O)N3CCOCC3)o2)cc1	-2%	6%	4%	3%	7%	-10%	0%	12%
CCc1nc(SCc2cc(Cl)ccc2OC)n[nH]1	6%	-4%	-17%	-6%	1%	-3%	-6%	-3%
Nc1ccc2c(c1)COc1ccccc1O2	6%	6%	-48%[inhibitor]	-3%	?	6%	5%	-7%
CC1CCN(CCOc2ccc(Cl)c(Cl)c2)CC1	?	9%	3%	3%	-12%	4%	-2%	0%
CC(C)(C)c1ccc(C(=O)/C(C#N)=C/c2cccs2)cc1	3%	6%	/	5%	/	/	303%[activator]	1%
COc1cc(CNc2ccc(N3CCCC3)cc2)ccc1OCc1ccccc1F	-3%	6%	18µM*	0%	8%	3%	-3%	?
COc1ccc(S(=O)(=O)N(CC(=O)O)Cc2ccccc2)cc1OC	?	7%	/	4%	-11%	-31%	/	11%
COc1cccc2sc(NC(=O)c3ccc(S(=O)(=O)N4CCOCC4)cc3)nc12	-5%	6%	1%	-8%	?	-3%	11%	-4%
Cc1cccc(C)c1NC(=O)c1sccc1SCc1cccc(C(F)(F)F)c1	-2%	3%	-20%	-9%	6%	3%	-10%	1%
CCCN(CC(=O)Nc1ccc(C(N)=O)cc1)CC(=O)Nc1cc(Cl)ccc1Cl	8%	-14%	-1%	0%	1%	11%	16%	11%
O=C(c1ccco1)N1CCN(C(c2ccccc2Cl)c2nnnn2Cc2cccs2)CC1 (configuration not stated)	9%	4%	-19%	-3%	-2%	13µM*	3%	0%
CCN(CC)CC(=O)Nc1nn(-c2ccccc2)nc1C(N)=O	?	-2%	1%	3%	-9%	?	8%	4%
Cc1ccccc1N=Nc1c(C)[nH]n(-c2ccccc2)c1=O	4%	5%	/	5%	?	4%	8%	4%
Cc1nn(-c2ccccc2)c2sc(C(=O)OCC(=O)N3CCCCC3)cc12	?	11%	-3%	12%	7%	?	2%	5%
COC(=O)Cc1c(C)[nH]n(-c2cc(Cl)cc(Cl)c2)c1=O	-20%	0%	?	-4%	-6%	7.1µM*	-4%	?
Cc1ccc(CNS(=O)(=O)NCc2ccc(Cl)cc2)cc1	-8%	11%	-3%	-4%	0%	-3%	4%	-1%
Cn1c(CNC(=O)c2ccco2)nnc1SCC(=O)c1ccccc1	3%	10%	1%	-5%	2%	-4%	-9%	-11%

Brought forward from above: two entries, then new ones.
SMILES	KDM4E inh	GLA spleen mod	SMN2 splice enh	aGlu spleen mod	GAA inh	ALDH1A1 inh	RGS12 GoLoco inh	GAA glycogen mod
Cc1ccc(CNS(=O)(=O)NCc2ccc(Cl)cc2)cc1	-8%	11%	-3%	-4%	0%	-3%	4%	-1%
Cn1c(CNC(=O)c2ccco2)nnc1SCC(=O)c1ccccc1	3%	10%	1%	-5%	2%	-4%	-9%	-11%
CCCN1C(=O)/C(=C2/C=Cc3ccccc3N2CC)SC1=S	3%	-1%	-24%	1%	-2%	-6%	3%	7%
COc1ccc(C(=O)NCC(c2cccnc2)N2CCN(c3ccccc3OC)CC2)cc1OC (configuration not stated)	4%	-8%	-29%	-15%	2%	0%	2%	-25%
O=C(Nc1nnc(COc2ccc(F)cc2)s1)c1cccs1	-11%	-4%	6%	-8%	4%	1%	1%	3%
COc1cc(C(=O)/C=C/Nc2ccc(NC(C)=O)cc2)cc(OC)c1OC	1%	?	7%	-5%	-3%	-2%	-9%	4%
FC(F)Sc1ccc(NC(=S)NC2CCCCC2)cc1	-10%	8%	?	-11%	-5%	?	3%	-8%
Cc1ccc(-c2csc(=S)n2CC(=O)OCC(=O)NCc2ccc(F)cc2)cc1	-2%	0%	-31%[inhibitor]	-6%	-2%	13µM*	29%	-6%
O=S(=O)(c1ccccc1)N1CCC[C@@]2(CCN(Cc3cc(C(F)(F)F)cc(C(F)(F)F)c3)C2)C1	/	-4%	-21%	13%	/	-12%	8%	/
CCCCCC(=O)NNC1=NCC(Cc2ccccc2)S1 (configuration not stated)	5%	4%	-9%	4%	3%	5%	-9%	-4%
CSc1nc(N)nc(SCC(=O)C(C)(C)C)c1C#N	7%	-2%	-2%	-10%	-2%	?	15%	4%
CCCC1C2CN(C(C)=O)CC=C2C(C#N)=C(N)C1(C#N)C#N (configuration not stated)	?	2%	30%	-6%	-2%	?	13%	14%
COc1cc(-c2nn3c(-c4cccnc4)nnc3s2)cc(OC)c1OC	?	4%	-5%	-1%	0%	?	-1%	6%
COc1ccc(-c2nc3ccccc3n2Cc2ccc(C)cc2)cc1	?	7%	-2%	-7%	-6%	0%	-1%	-6%
Cc1ccc(N(C(=O)Nc2ccccc2)C2=NCCC2)cc1	-5%	-6%	/	-2%	/	/	5%	-2%
Nc1nc(Cl)nc2c1ncn2[C@@H]1O[C@H](CO)[C@H](O)[C@H]1O	6%	-6%	-6%	-5%	/	-6%	14%	/
Cc1ccc(NC(=O)N[C@H](C(=O)O)C(C)C)c(C)c1	-5%	9%	/	4%	/	/	2%	8%
CC(C)O	/	1%	19%	10%	/	?	-28%	/
Cc1cc(C)cc(OCC(=O)OCC(=O)NCCC2=CCCCC2)c1	15%	0%	-13%	6%	5%	-15%	-1%	6%
O=C(O)CSCc1nc2ccccc2[nH]1	-18%	-5%	3%	-7%	7%	1%	5%	-12%
CC(=O)Nc1ccc(NC(=O)C2CCN(S(=O)(=O)c3cccc4nonc34)CC2)cc1	-5%	-2%	-15%	-4%	-1%	0%	12%	2%
CCn1c(SCC(=O)O)nnc1-c1cccnc1	-1%	4%	/	3%	1%	11%	5%	-13%
CC(=O)C1=C(c2ccccc2)OC(N)=C(C#N)C1c1ccccc1C (configuration not stated)	2%	-6%	-8%	-6%	-9%	?	7%	-5%
Cc1ccc(OCC(O)CNS(=O)(=O)c2ccccc2C(=O)N2CCCCC2)cc1 (configuration not stated)	-3%	9%	-13%	9%	-7%	9%	5%	0%
CCC(=O)N1c2ccc(S(=O)(=O)CCC(=O)N3CCN(c4ccccc4)CC3)cc2CC1C (configuration not stated)	0%	1%	-16%	-3%	5%	?	1%	-5%
C=CCCC(=O)Nc1nc(C)c(-c2csc(Nc3cc(OC)ccc3OC)n2)s1	?	3%	-43%[inhibitor]	-4%	-3%	-5%	5%	-26%
Oc1c(Cl)cc(Cl)cc1C=Nc1ccccc1N1CCCC1	?	4%	-5%	0%	-7%	12%	8%	1%
COc1cc2c(cc1OC)C(C(=O)O)C(c1ccc(C)o1)N(C)C2=O (configuration not stated)	8%	21%	13%	0%	-2%	-12%	6%	-4%
CCCc1nc(-c2ccccc2O)n(-c2ccccc2)n1	-4%	13%	-16%	-2%	6%	-1%	-1%	-1%
Cc1nn(-c2ccccc2)c(Cl)c1/C=N/NC(=O)c1ccccc1F	-9%	1%	/	0%	/	/	1%	-1%
O=C(COc1ccccc1)OC(C(=O)c1ccccc1)c1ccccc1 (configuration not stated)	2%	-5%	2%	3%	-9%	11%	-4%	-11%
COc1ccc(/C=N/N=C(\N)c2nonc2N)cc1OC	-2%	13%	109%	-7%	-11%	3%	10%	-21%
S=C(NCc1ccco1)N/N=C/c1ccncc1	13%	-1%	/	-3%	/	/	3%	4%
O=C(Nc1ccccc1)Nc1cccc2ccccc12	?	6%	/	6%	-14%	4%	2%	7%
Cc1ccc2[nH]cc(CCCN3C(=O)c4ccccc4C3=O)c2c1	-2%	-6%	4%	-4%	3%	-1%	8%	-13%
c1cnc(N2CCN(Cc3ccc4c(c3)OCO4)CC2)nc1	0%	-6%	-11%	3%	-5%&1%[15.4 µM]	2%	-10%	-2%&-8%
CCOc1nc2ccccc2cc1C=O	-30%	9%	/	5%	?	?	0%	-11%
c1ccc(-c2n[nH]c3ccccc23)cc1	?	-2%	-2%	-4%	?	?	7%	6%
CC(=O)c1c(C)[nH]c(C(=O)COC(=O)c2cccc(S(=O)(=O)N(C)c3ccccc3)c2)c1C	-1%	15%	-78%[inhibitor]	6%	-1%	-2%	51%[activator]	1%
C/C(CCc1ccccc1)=N\NC(=O)CCc1ccccc1	59%[activator]	4%	13%	-5%	-33%	-2%	2%	5%
CC(=O)NCCOc1ccc(C(=O)O)cc1	-3%	3%	-2%	2%	-8%	-8%	3%	12%
COc1ccc(NC(=S)N(CCN2CCCCC2)Cc2ccco2)cc1	0%	-2%	-15%	7%	?	?	-9%	-5%
Cc1c(Cl)cccc1NCC(=O)NN=C1CCCC1	6%	-3%	-21%	-6%	12%	-2%	-9%	-8%
O=C(O)c1cccc(NC(=O)c2cccc(S(=O)(=O)N3CCCCC3)c2)c1	3%	2%	24%	9%	?	5%	-1%	0%
O=C(Nc1nc(-c2ccccc2)cs1)c1ccc(=O)[nH]c1	-7%	0%	-9%	-4%	11%	-4%	88%[activator]	-11%
Cc1cc(C(F)(F)F)n2nc(-c3sccc3-n3cccc3)cc2n1	9%	-13%	3%	-5%	-2%	-5%	9%	-3%
CCN(CC)S(=O)(=O)c1ccc(C(=O)Nc2cc(C)cc(C)c2)cc1	-7%	5%	-9%	-3%	-9%	-5%	7%	-9%
Cc1cc(N2CCN(c3ccccn3)CC2)n2cc(-c3ccccc3)nc2n1	?	6%	10%	1%	2%	?	5%	0%
CCNCc1cc(Br)c(OCC(=O)Nc2ccccc2)c(OC)c1	9%	3%	-13%	2%	0%	6%	4%	10%
COCCCn1c(=O)/c(=C\c2ccccc2OC(F)F)s/c1=C(/C#N)C(N)=O	?	-4%	16%	-3%	-7%	2%	-4%	-2%
CC(=O)C1=C(C)NC(=O)CC1c1ccc(Br)cc1 (configuration not stated)	1%	5%	-6%	/	-6%	4%	1%	2%

A portion of the library, so the mix of outcomes need not match the whole.
